# NSD2 inh – blocks human NSD2 histone methyltransferase activity; O96028; NSD2-SET H3K36me1 DELFIA fluorescence, biochemical; inhibition, % at 12.5 µM; actives 0.07% (n = 44,000); in the data active = inhibition above about 54%, passing the limit was not always enough; inconclusive = no clear call, values can overlap the other calls;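 note: inhibitors reduce the monomethyl H3K36 fluorescence signal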
# Target sequence (O96028 whole entry, looked up): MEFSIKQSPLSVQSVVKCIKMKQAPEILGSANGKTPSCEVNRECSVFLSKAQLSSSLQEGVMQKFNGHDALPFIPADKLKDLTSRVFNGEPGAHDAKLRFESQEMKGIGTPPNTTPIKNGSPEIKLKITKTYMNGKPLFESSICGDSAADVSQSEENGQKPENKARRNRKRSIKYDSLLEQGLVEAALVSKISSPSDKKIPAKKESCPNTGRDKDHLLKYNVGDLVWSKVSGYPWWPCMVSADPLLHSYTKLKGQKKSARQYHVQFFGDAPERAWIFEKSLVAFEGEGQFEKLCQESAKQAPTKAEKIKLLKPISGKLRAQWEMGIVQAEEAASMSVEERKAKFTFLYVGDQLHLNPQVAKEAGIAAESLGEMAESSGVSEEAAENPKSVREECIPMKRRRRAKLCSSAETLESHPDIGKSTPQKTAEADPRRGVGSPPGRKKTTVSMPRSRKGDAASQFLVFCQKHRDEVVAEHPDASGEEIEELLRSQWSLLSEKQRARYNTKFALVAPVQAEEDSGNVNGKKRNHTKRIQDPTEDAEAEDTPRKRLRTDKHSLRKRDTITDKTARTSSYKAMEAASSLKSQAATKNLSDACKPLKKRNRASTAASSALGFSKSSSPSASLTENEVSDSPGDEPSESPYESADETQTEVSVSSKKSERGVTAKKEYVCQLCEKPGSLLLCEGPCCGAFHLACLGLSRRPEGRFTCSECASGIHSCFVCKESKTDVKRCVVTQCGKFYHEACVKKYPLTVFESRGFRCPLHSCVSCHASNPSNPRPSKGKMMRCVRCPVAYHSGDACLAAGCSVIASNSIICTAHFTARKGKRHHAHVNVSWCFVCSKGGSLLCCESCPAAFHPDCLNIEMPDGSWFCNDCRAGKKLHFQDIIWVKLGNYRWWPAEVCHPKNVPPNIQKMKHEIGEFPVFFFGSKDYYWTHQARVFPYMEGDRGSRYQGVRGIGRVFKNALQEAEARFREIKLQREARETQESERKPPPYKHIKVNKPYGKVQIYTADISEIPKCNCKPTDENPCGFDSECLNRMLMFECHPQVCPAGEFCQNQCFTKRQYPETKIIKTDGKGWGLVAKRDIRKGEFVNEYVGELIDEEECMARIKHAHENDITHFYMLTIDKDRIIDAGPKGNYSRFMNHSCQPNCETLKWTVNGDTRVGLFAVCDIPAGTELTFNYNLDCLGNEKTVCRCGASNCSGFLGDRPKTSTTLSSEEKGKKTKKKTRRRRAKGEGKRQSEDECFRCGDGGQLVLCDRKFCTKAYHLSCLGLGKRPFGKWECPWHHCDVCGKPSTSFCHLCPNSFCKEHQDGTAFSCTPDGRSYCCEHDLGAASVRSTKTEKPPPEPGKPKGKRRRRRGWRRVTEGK
# * hit, by the source's call; ? = inconclusive. Some of the compounds tested; the hit share may differ from the screen's.
# Sample of the layout, 3 compounds:
SMILES,NSD2 inh
C[C@@H]1CN([C@H](C)CO)C(=O)c2cc(NC(=O)Cc3ccccc3)ccc2O[C@@H](C)CCCCO[C@H]1CN(C)C(=O)c1ccccc1,-5
C[C@@H]1CN([C@@H](C)CO)C(=O)Cc2cc(NC(=O)NC3CCCCC3)ccc2O[C@H]1CN(C)Cc1ccncc1,2
C[C@H]1CN([C@@H](C)CO)C(=O)CCCn2cc(nn2)CO[C@H]1CN(C)Cc1ccc(Cl)c(Cl)c1,3

# This part in full (from the top)
SMILES,NSD2 inh
C[C@@H]1CN([C@H](C)CO)C(=O)c2cc(NC(=O)Cc3ccccc3)ccc2O[C@@H](C)CCCCO[C@H]1CN(C)C(=O)c1ccccc1,-5
C[C@@H]1CN([C@@H](C)CO)C(=O)Cc2cc(NC(=O)NC3CCCCC3)ccc2O[C@H]1CN(C)Cc1ccncc1,2
C[C@H]1CN([C@@H](C)CO)C(=O)CCCn2cc(nn2)CO[C@H]1CN(C)Cc1ccc(Cl)c(Cl)c1,3
O=C(CCCCCC(=O)Nc1ccccc1O)N/N=C/c1ccc(CO)o1,2
C[C@H]1CN([C@@H](C)CO)C(=O)c2cc(NC(=O)Nc3ccc(F)cc3)ccc2O[C@@H]1CN(C)C(=O)Nc1ccc(C(F)(F)F)cc1,-10
COc1ccc(S(=O)(=O)Nc2ccc3c(c2)C(=O)N([C@@H](C)CO)C[C@@H](C)[C@@H](CN(C)CC2CCCCC2)OCCCC[C@H](C)O3)cc1,-6
Cc1noc(C)c1NC(=O)Nc1cccc2c1O[C@H](CN(C)Cc1ccc(C(F)(F)F)cc1)[C@@H](C)CN([C@H](C)CO)C2=O,0
Cc1noc(C)c1S(=O)(=O)N(C)C[C@H]1OCc2ccccc2-c2c(n(C)c3ccccc23)C(=O)N([C@H](C)CO)C[C@@H]1C,-7
C[C@H](CO)N1C[C@H](C)[C@@H](CN(C)Cc2ccc(C(=O)O)cc2)Oc2ccc(NC(=O)CCC(F)(F)F)cc2C1=O,4
COCC#Cc1cnc2c(c1)C(=O)N([C@H](C)CO)C[C@H](C)[C@H](CN(C)C(=O)CCN1CCCCC1)O2,1
C[C@@H]1CN([C@@H](C)CO)C(=O)c2cc(NS(=O)(=O)c3ccc(F)cc3)ccc2O[C@@H](C)CCCCO[C@H]1CN(C)CC1CC1,0
C[C@@H](CN1CCC(Cc2ccccc2)CC1)[C@@H](O)c1ccc(O)cc1,1
Cc1ccc(-c2cnc3c(c2)C(=O)N([C@@H](C)CO)C[C@H](C)[C@@H](CN(C)C(=O)Cc2cccnc2)O3)cc1,0
Cc1ccc(S(=O)(=O)N(C)C[C@H]2OCCCC[C@@H](C)Oc3ccc(NC(=O)Nc4ccccc4)cc3C(=O)N([C@H](C)CO)C[C@H]2C)cc1,-1
CNC[C@@H]1OCCCC[C@H](C)Oc2ccc(NS(C)(=O)=O)cc2C(=O)N([C@@H](C)CO)C[C@@H]1C,6
C[C@H]1CN([C@@H](C)CO)C(=O)c2cccc(NC(=O)Nc3ccc(F)cc3)c2O[C@@H]1CN(C)Cc1ccc(-c2ccccc2)cc1,-1
C[C@@H]1CN([C@@H](C)CO)C(=O)Cc2cc(NS(=O)(=O)c3ccc(Cl)cc3)ccc2O[C@H]1CN(C)C,1
C[C@@H]1CN([C@@H](C)CO)C(=O)Cc2cc(NC(=O)CCN3CCOCC3)ccc2O[C@@H]1CN(C)S(=O)(=O)c1cn(C)cn1,6
C[C@@H]1CN([C@@H](C)CO)C(=O)c2cccc(NC(=O)NC3CCCCC3)c2O[C@@H]1CN(C)Cc1ccc(Cl)c(Cl)c1,-2
CC(C)C#Cc1cnc2c(c1)C(=O)N([C@@H](C)CO)C[C@H](C)[C@@H](CN(C)Cc1cncnc1)O2,-1
C[C@H](CO)N1C[C@H](C)[C@@H](CN(C)C(=O)Cc2cccnc2)Oc2cc(-c3cncnc3)ccc2S1(=O)=O,-3
Cc1ccc(S(=O)(=O)N2CCN(Cc3ccc(OCCO)cc3)CC2)cc1,-2
COCC#Cc1ccc2c(c1)O[C@@H](CN(C)C(=O)C1CCOCC1)[C@H](C)CN([C@H](C)CO)S2(=O)=O,10
COc1ccc(NC(=O)Nc2ccc3c(c2)CC(=O)N([C@H](C)CO)C[C@H](C)[C@H](CN(C)Cc2ccc(-c4ccccc4)cc2)O3)cc1,-1
C[C@@H]1CCCCO[C@H](CN(C)C(=O)Nc2ccc(F)cc2)[C@H](C)CN([C@H](C)CO)C(=O)c2cc(NC(=O)Nc3ccc(F)cc3)ccc2O1,27
Cc1ccc(OCc2nc(N)nc(N(C)C)n2)cc1C,1
CC(C)(C)OC(=O)NCCOCCOCCNc1ncnc2ccccc12,-3
CCCN(C)C[C@H]1Oc2cc(C#Cc3cccnc3)ccc2S(=O)(=O)N([C@@H](C)CO)C[C@H]1C,-14
CC(C)NC(=O)N(C)C[C@H]1Oc2ccc(NC(=O)Nc3cccc4ccccc34)cc2C(=O)N([C@H](C)CO)C[C@H]1C,4
COc1ccc(CN(C)C[C@@H]2Oc3ccc(NC(=O)NC(C)C)cc3CC(=O)N([C@H](C)CO)C[C@@H]2C)cc1,-1

# Entries from the list above that contain an aryl methoxy group, in the order listed:
SMILES,NSD2 inh
COc1ccc(S(=O)(=O)Nc2ccc3c(c2)C(=O)N([C@@H](C)CO)C[C@@H](C)[C@@H](CN(C)CC2CCCCC2)OCCCC[C@H](C)O3)cc1,-6
COc1ccc(NC(=O)Nc2ccc3c(c2)CC(=O)N([C@H](C)CO)C[C@H](C)[C@H](CN(C)Cc2ccc(-c4ccccc4)cc2)O3)cc1,-1
COc1ccc(CN(C)C[C@@H]2Oc3ccc(NC(=O)NC(C)C)cc3CC(=O)N([C@H](C)CO)C[C@@H]2C)cc1,-1

# Additional compounds follow.
SMILES,NSD2 inh
C[C@@H]1CCCCO[C@@H](CN(C)Cc2ccc(C(=O)Nc3ccccc3N)cc2)[C@@H](C)CN([C@H](C)CO)C(=O)c2cc(N(C)C)ccc2O1,5
C[C@@H]1CN([C@H](C)CO)C(=O)c2cc(-c3ccc(C#N)cc3)cnc2O[C@H]1CN(C)C(=O)c1cccnc1,6
C[C@@H]1CN([C@H](C)CO)C(=O)Cc2cc(NC(=O)Nc3ccc4c(c3)OCO4)ccc2O[C@H]1CN(C)C(=O)Nc1ccccc1,1
O=C(/C=C/c1ccccc1)CC(=O)/C=C/c1ccccc1,1
C[C@H](CO)N1C[C@H](C)[C@H](CN(C)Cc2ccncc2)Oc2ccc(NC(=O)Nc3ccc(F)cc3)cc2C1=O,-1
C[C@H](CO)N1C[C@H](C)[C@@H](CN(C)C(=O)c2ccccn2)Oc2ncc(C3=CCCCC3)cc2C1=O,0
COCC#Cc1cnc2c(c1)C(=O)N([C@@H](C)CO)C[C@@H](C)[C@@H](CN(C)C(C)=O)O2,-10
COc1ccc(NC(=O)Nc2ccc3c(c2)C(=O)N([C@@H](C)CO)C[C@H](C)[C@H](CN(C)Cc2ccc4c(c2)OCO4)O3)cc1,7
C[C@H](CO)N1C[C@H](C)[C@H](CN(C)C(=O)c2ccccn2)Oc2ncc(-c3ccccc3F)cc2C1=O,?
COc1ccc(S(=O)(=O)Nc2ccc3c(c2)C(=O)N([C@H](C)CO)C[C@H](C)[C@H](CN(C)CC2CC2)OCCCC[C@H](C)O3)cc1,5
C[C@H](CO)N1C[C@H](C)[C@H](CN(C)C(=O)Nc2cccc3ccccc23)Oc2ccc(NC(=O)Cc3cn(C)c4ccccc34)cc2CC1=O,-1
Cc1cc(C(=O)Nc2cccc3c2O[C@@H](CN(C)C(=O)Nc2ccccc2)[C@@H](C)CN([C@@H](C)CO)C3=O)n(C)n1,21
C[C@H]1CCCCO[C@@H](CN(C)S(=O)(=O)c2cccs2)[C@@H](C)CN([C@@H](C)CO)C(=O)c2cc(NS(=O)(=O)c3cn(C)cn3)ccc2O1,-7
COc1ccc(S(=O)(=O)N(C)C[C@@H]2Oc3ccc(NC(=O)Nc4ccccc4)cc3C(=O)N([C@H](C)CO)C[C@@H]2C)cc1,-2
COc1ccc(NC(=O)N(C)C[C@@H]2Oc3ccc(NC(=O)C4CCCCC4)cc3CC(=O)N([C@@H](C)CO)C[C@@H]2C)cc1,-4
O=C(C[C@@H]1C[C@H]2c3cc(NC(=O)Nc4ccc(C(F)(F)F)cc4)ccc3O[C@H]2[C@H](CO)O1)NCC1CC1,-5
C[C@@H]1CN([C@H](C)CO)S(=O)(=O)c2ccc(C#CC3CC3)cc2O[C@@H]1CN(C)C(=O)c1ccccn1,2
C[C@@H]1O[C@@H](O[C@H]2CC[C@@]3(C)C(CC[C@]4(C)C3CC=C3C5CC(C)(C)CC[C@]5(C(=O)O[C@@H]5O[C@H](CO)[C@@H](O)[C@H](O)[C@H]5O)CC[C@]34C(=O)O)C2(C)C)[C@H](O)[C@H](O)[C@H]1O (stereo partly specified),18
C[C@H](CO)N1C[C@H](C)[C@H](CN(C)C(=O)[C@H](Cc2ccccc2)N(C)C)OCc2ccccc2-c2ccccc2C1=O,5
COc1ccc(NC(=O)Nc2ccc3c(c2)CC(=O)N([C@H](C)CO)C[C@H](C)[C@@H](CN(C)C(=O)Nc2cccc4ccccc24)O3)cc1,3
C[C@H](CO)N1C[C@H](C)[C@@H](CN(C)C(=O)CN(C)C)Oc2cc(C#Cc3cccnc3)ccc2S1(=O)=O,2
C[C@@H]1CN([C@H](C)CO)C(=O)c2cc(C3=CCCCC3)cnc2O[C@@H]1CN(C)CC1CCOCC1,-2
COc1ccccc1S(=O)(=O)N[C@H]1C=C[C@@H](CC(=O)NCc2cccc(F)c2)O[C@@H]1CO,6
Cc1noc(C)c1NC(=O)N(C)C[C@H]1Oc2c(NC(=O)CCCCCC(=O)Nc3ccccc3N)cccc2C(=O)N([C@@H](C)CO)C[C@H]1C,-2
C[C@H](CO)N1C[C@H](C)[C@H](CN(C)C(=O)c2ccccn2)Oc2ncc(-c3cccc(C#N)c3)cc2C1=O,5
C/C=C/c1ccc2c(c1)O[C@H](CN(C)Cc1cccc(F)c1)[C@H](C)CN([C@@H](C)CO)S2(=O)=O,23
CNC[C@H]1OCCCC[C@@H](C)Oc2ccc(N)cc2C(=O)N([C@@H](C)CO)C[C@H]1C,4
COc1ccc(NC(=O)Nc2ccc3c(c2)C(=O)N([C@@H](C)CO)C[C@@H](C)[C@H](CN(C)S(=O)(=O)c2cccs2)OCCCC[C@@H](C)O3)cc1,-3
Cc1ccccc1-c1cnc2c(c1)C(=O)N([C@H](C)CO)C[C@H](C)[C@H](CN(C)Cc1ccncc1)O2,-5
O=C(c1ccccc1)C1CN(C2CCS(=O)(=O)C2)CCC1(O)c1ccccc1 (stereo unspecified),1

# As a working copy, part of the list above:
SMILES,NSD2 inh
COc1ccc(NC(=O)Nc2ccc3c(c2)C(=O)N([C@@H](C)CO)C[C@@H](C)[C@H](CN(C)S(=O)(=O)c2cccs2)OCCCC[C@@H](C)O3)cc1,-3
Cc1ccccc1-c1cnc2c(c1)C(=O)N([C@H](C)CO)C[C@H](C)[C@H](CN(C)Cc1ccncc1)O2,-5
O=C(c1ccccc1)C1CN(C2CCS(=O)(=O)C2)CCC1(O)c1ccccc1 (stereo unspecified),1

# The list continues:
SMILES,NSD2 inh
CCOC(OCC)P(=O)(O)CCCNCc1ccc(Cl)c(Cl)c1,3
C[C@@H]1CN([C@@H](C)CO)C(=O)c2cc(/C=C/c3ccccc3)cnc2O[C@H]1CN(C)C,1
C[C@H](CO)N1C[C@H](C)[C@@H](CN(C)S(=O)(=O)c2ccccc2)Oc2ccc(NS(=O)(=O)c3cccs3)cc2CC1=O,-1
O=C(C[C@@H]1C=C[C@H](NC(=O)Nc2ccccc2F)[C@@H](CO)O1)NCc1ccc(F)cc1,2
C[C@@H]1CN([C@@H](C)CO)C(=O)c2cccc(NC(=O)CCCCCC(=O)Nc3ccccc3N)c2O[C@@H]1CN(C)C(=O)Nc1ccc(C(F)(F)F)cc1,-8
C[C@@H]1CN([C@@H](C)CO)C(=O)CCCn2cc(nn2)CO[C@H]1CN(C)C(=O)Nc1ccnc(N2CCOCC2)c1,6
C[C@@H]1CCCCO[C@H](CN(C)Cc2ccc3c(c2)OCO3)[C@@H](C)CN([C@H](C)CO)C(=O)c2cc(NC(=O)c3ccccc3)ccc2O1,-4
CCCNC(=O)C[C@H]1C[C@H]2c3cc(NC(=O)COC)ccc3O[C@H]2[C@H](CO)O1,-7
C[C@H]1CN([C@@H](C)CO)C(=O)c2cc(/C=C/c3ccccc3)cnc2O[C@H]1CN(C)S(=O)(=O)c1ccccc1F,1
C[C@H](CO)N1C[C@H](C)[C@H](CN(C)S(=O)(=O)c2cn(C)cn2)Oc2c(NC(=O)C3CC3)cccc2C1=O,1
Cc1noc(C)c1NC(=O)Nc1ccc2c(c1)CC(=O)N([C@@H](C)CO)C[C@@H](C)[C@H](CN(C)S(=O)(=O)c1ccc(Cl)cc1)O2,0
C[C@@H]1CCCCO[C@H](CN(C)Cc2ccc(C(F)(F)F)cc2)[C@H](C)CN([C@@H](C)CO)C(=O)c2cc(NC(=O)C3CCCCC3)ccc2O1,2
C[C@@H]1CN([C@H](C)CO)C(=O)Cc2cc(NC(=O)CCN3CCOCC3)ccc2O[C@H]1CN(C)C(=O)Nc1ccc(F)cc1,-3
CC(=O)n1cc([C@@H]2C=C(C(=O)N3CCN(Cc4ccc5c(c4)OCO5)CC3)O[C@H](OCc3ccc(CO)cc3)C2)c2ccccc21,-1
CCN(C(=O)C(C)Oc1ccccc1)c1ccccc1C (stereo unspecified),-4
C[C@H](CO)N1C[C@H](C)[C@@H](CN(C)Cc2ccc3c(c2)OCO3)Oc2ccc(NC(=O)C3CCCCC3)cc2CC1=O,14
C=CCOC(=O)[C@@H]1[C@H]2C(=O)O[C@H](c3ccccc3)[C@H](c3ccccc3)N2[C@H](c2ccc(OCCOC(=O)[C@@H]3C[C@@H]4C(=O)N[C@@H](Cc5ccccc5)C(=O)N4[C@@H]3c3cccc(OCCO)c3)cc2)[C@@]12C(=O)Nc1ccc(I)cc12,-4
Cc1noc(C)c1NC(=O)N(C)C[C@H]1OCCCC[C@@H](C)Oc2ccc(N(C)C)cc2C(=O)N([C@@H](C)CO)C[C@H]1C,1
COc1cccc(C#Cc2ccc3c(c2)O[C@@H](CN(C)C(=O)c2ccccn2)[C@H](C)CN([C@@H](C)CO)S3(=O)=O)c1,-1
